Bioassay records deposited in PubChem by National Center for Advancing Translational Sciences (NCATS).
ALOX12 inh – blocks human arachidonate 12S-lipoxygenase. AID 1671190. 580,000 compounds, 1.1% hits. P18054. Potency, µM (titrated, usually from 108 µM), for the others: top-dose activity change, negative = inhibition, actives largely listed as inhibitors. purified 12hLO, xylenol orange hydroperoxide absorbance; active = well fitted inhibition curve with a large enough effect; inconclusive = small, poorly fitted or top-dose-only effect, or another doubt; inactive = no such curve, though single readings can be large or run the other way
Target sequence (P18054 whole entry, looked up): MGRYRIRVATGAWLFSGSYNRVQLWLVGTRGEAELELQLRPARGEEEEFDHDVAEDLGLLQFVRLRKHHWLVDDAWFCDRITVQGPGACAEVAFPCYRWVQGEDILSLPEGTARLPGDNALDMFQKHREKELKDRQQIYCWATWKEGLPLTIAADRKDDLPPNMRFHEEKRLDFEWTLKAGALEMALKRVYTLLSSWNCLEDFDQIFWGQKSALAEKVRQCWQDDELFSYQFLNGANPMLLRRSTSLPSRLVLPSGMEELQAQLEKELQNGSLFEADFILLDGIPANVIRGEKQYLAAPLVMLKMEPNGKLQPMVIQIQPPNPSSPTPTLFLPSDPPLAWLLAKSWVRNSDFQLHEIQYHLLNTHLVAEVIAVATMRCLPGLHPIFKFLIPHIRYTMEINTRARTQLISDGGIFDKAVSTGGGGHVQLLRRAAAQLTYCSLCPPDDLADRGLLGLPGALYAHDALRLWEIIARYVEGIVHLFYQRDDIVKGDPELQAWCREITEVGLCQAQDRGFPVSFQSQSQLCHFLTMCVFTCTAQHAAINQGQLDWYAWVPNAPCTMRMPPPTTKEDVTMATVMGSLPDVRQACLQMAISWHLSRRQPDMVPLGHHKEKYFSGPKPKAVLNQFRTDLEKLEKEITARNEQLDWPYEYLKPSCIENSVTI
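Hydroperoxide product was detected by ferrous iron/xylenol orange as the 573 to 405 nm absorbance ratio. Arachidonic acid at 40 uM (final) was turned over for 30 min at room temperature by 150 nM human 12hLO, pH 7.0 Hepes buffer, after 15 min compound preincubation.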
* marks the source's active call; other numbers are inactive results; ? = inconclusive; [ ] = another dose, or the depositor's remark. % is scaled to controls: 0 for no effect and ±100 for the full control effect; potency is read from the fitted curve at half-maximal effect.

SMILES | ALOX12 inh
Cc1cc(C(=O)N2C[C@@H](CN3CCCCCC3)[C@@H](CO)C2)nc(C)n1 | 86.5%[activator]
COc1ccc(CN[C@@H]2CCC[C@@H](C(=O)N3CCN(C)CC3)CC(=O)N(C)C2)cn1 | 22.8%[176 µM]
COc1ccc(-c2cc(C(=O)NCC3CC3)c3c(C4CCCN4)noc3n2)cc1 (configuration not stated) | 7.3%[6.33 µM]
CC(C)C(=O)N1CCC2(CC1)OC(=O)N(Cc1ccccc1)C2(C)c1ccccc1 (configuration not stated) | -2.1%[176 µM]
CCn1c2c(c(=O)n1-c1ccccc1)CCN(C(=O)c1scnc1C)C2 | -15.3%[176 µM]
CCc1noc([C@@H]2CC(F)(F)CN2C(=O)CCn2nc(C)cc2C)n1 | 70.1%[activator]
Cn1ccc(C(=O)N2CCC(c3nnc4n3C(C(=O)N3CCN(c5ncccn5)CC3)CC4)CC2)n1 (configuration not stated) | 0.1%[6.33 µM]
Cc1noc(C)c1-c1cc2cc(CN(C)C)oc2c(-c2ccc([S+](C)(=O)[O-])cc2)n1 | -9.2%[176 µM]
CC(C)Oc1cccc(Nc2cc3c(cn2)cc(-c2cccc(C(F)(F)F)c2)n3C)c1 | -42.2%
O=C(Nc1ccc(F)cc1)c1cccn2nccc12 | 67.1%[activator][176 µM]
O=C(c1ccc2c(c1)N(C(=O)c1ccccc1)CC2)N1CCN(c2ccc(Cl)cc2)CC1 | 38.8%[activator]
C[S+](=O)([O-])N1CCn2c(nnc2-c2ccccc2)C1 | ?
COC(=O)[C@@H]1CN(C(=O)c2ccc(N(C)C)cc2)CCN1C(C)=O | 13.5%[176 µM]
CN(CCO)C[C@@H]1CN(C(=O)c2ccc3c(c2)CCC3)C[C@@H]1CO | 37.1%
COCC(=O)NC1CCC12CCN(C(=O)Cc1ccccc1)CC2 (configuration not stated) | 44.0%[activator]
COc1ccc(C(=O)N2CCC3(CC2)CC(N(C(=O)c2ccccc2)C2CC2)CCO3)cn1 (configuration not stated) | 47.4%[activator]
O=C(NCc1ccccn1)c1csc(N2CCN(c3ccccc3)CC2)n1 | 91.3%[activator]
Cc1cccc(C)c1CN1CCC2(CC1)Cc1ccccc1CNC2=O | 9.9%[6.33 µM]
O=C(NCCc1ccccc1F)C1CN(c2cccc(Cl)c2)C(=O)N1 (configuration not stated) | ?
COc1ccc(CNC(=O)N2CCCC(CN3CCCC3)CC2)cc1 (configuration not stated) | 112.4%[activator]
CC(C)CNC(=O)N1C[C@@H](Oc2cccnc2)C[C@@H]1C(=O)N1CCOCC1 | 37.5%[activator]
CN(CC1CCOCC1)C(=O)Nc1ccc2c(c1)OCCO2 | 32.7%[activator]
CNC(=O)Nc1ccc(C)n(CC(=O)N2CCN(c3cc(C)ccc3C)CC2)c1=O | -0.5%
CN(Cc1ccc(F)cc1)C1CCCc2ccccc21 (configuration not stated) | 51.8%[activator][176 µM]
CCN(Cc1nc(C)no1)C(=O)c1cc(COc2cccc(F)c2)[nH]n1 | 23.9%
COc1ccc(C(=O)N2CCOCC3(CN(Cc4cc(F)ccc4F)C3)C2)cc1OC | 0.9%[176 µM]
O=C(c1ccccc1)N1CCC(c2nnc3n2C(C(=O)N2CCN(c4ncccn4)CC2)CC3)CC1 (configuration not stated) | -1.5%[6.33 µM]
O=[S+]1([O-])NC2(CCN(Cc3ccc(OC(F)(F)F)cc3)C2)CNc2ccccc21 (configuration not stated) | 22.3%
Cc1ccc(S(=O)(=O)N2CCC(n3cnnc3-c3ccccc3)CC2)c(C)c1 | 0.4%
COc1ccc(Cl)cc1-c1nc(C2CC(=O)N(c3ccc(F)cc3)C2)no1 (configuration not stated) | 0.8%
COc1cc(OC)c(NC(=O)C(Sc2nc(C)cc(C)c2C#N)c2ccccc2)cc1Cl (configuration not stated) | -1.3%
CCc1ccc([S+](=O)([O-])c2nnn3c2nc(NCc2ccncc2)c2ccccc23)cc1 | -0.7%[6.33 µM]
COc1ccc(CN2CCOc3ccc(CN4CCC(Oc5cccnc5)CC4)cc3C2)cc1C | 13.9%
Cc1cccc(CN2CCCCCNC(=O)[C@@H]3CCC[C@@H]32)c1 | 427.5%[activator]
COCCNC[C@@H]1C=C(C)[C@H](Cc2nnc(-c3ccc(N(C)C)cc3)o2)C[C@H]1C(C)C | 24.7%[176 µM]
O=C(Cn1ccnn1)N1CCC2(CCCN(CC3CC3)C2=O)C1 (configuration not stated) | 29.8%
CN1[C@@H](CCC(=O)N2CCOCC2)CNC(=O)[C@@H]2[C@H]1CCN2C1CCCCC1 | 21.4%[176 µM]
O=C1Nc2ccc(-c3ccccc3F)cc2C(=O)N2CCN(C(=O)NC3CCCCC3)C[C@H]12 | -5.1%
Cc1ccc(C(=O)N2CC(C(=O)N(C)C)C3(CCOCC3)C2)c(C)c1 (configuration not stated) | 13.9%
COc1ccc(OC)c(CNC(=O)c2nnn3c2COC(c2ccc(Cl)cc2)C3)c1 (configuration not stated) | 6.5%
Cc1nn(-c2ccc(C(C)C)cc2)c(C)c1[C@@H]1C=C[C@@H](NC(=S)NC2CCCCC2)C1 | 39.8µM*
Cc1noc(C)c1[S+](=O)([O-])N1CCCCC12Cc1ccccc1NC2=O (configuration not stated) | 43.0%[activator]
CCC(CO)Nc1cccc2c1S(=O)(=O)N(Cc1cn(Cc3ccc(F)cc3)nn1)Cc1ccccc1O2 (configuration not stated) | -9.1%
CC1=C[C@@H](CNc2ccccn2)[C@H](C(C)C)C[C@H]1Cc1nnc(-c2ccc(C)cc2)o1 | 0.0%[176 µM]
CCOc1ccccc1CNC(=O)c1cc2cn(C3CCCC3)cc2s1 | ?
CC(C)Cc1nc2cc(NS(=O)(=O)N(C)C)cc(C(=O)N3CCc4ccccc4C3)c2n1C | ?
C[C@H](CO)N1C[C@H](C)[C@@H](CN(C)C(=O)Nc2ccc3c(c2)OCCO3)OCc2cn(nn2)CCCC1=O | -20.3%
CCC(=O)N1CCCN(C)c2ccccc21 | 16.3%
Cc1cc(C(=O)NCC2CCCCC(=O)N2)n(C)n1 (configuration not stated) | 9.4%
O=C(Cn1cc(COC(=O)c2c3ccccc3cc3ccccc23)nn1)c1ccc(O)cc1 | 0.7%
CS(=O)(=O)c1ccc(OCC2(CNC(=O)c3ccc(C#N)cc3)C[C@@H](O)[C@@H](O)C2)cc1 (some centres not stated) | 47.2%[activator]
CC(C)Cc1cc(C(=O)N2CCCC(c3ccc(C(=O)O)cc3)C2)nc(=O)[nH]1 (configuration not stated) | 58.7%[activator]
O=C(Cn1nc2n(c1=O)CCCC2)NC1CCCC1 | 89.2%[activator]
CCCN1CCCCC(NC(=O)COCc2ccccc2)C1=O (configuration not stated) | 23.2%
CCN1c2cc(C(=O)N3CCN(c4ccc(F)cc4)CC3)ccc2C(=O)N2CCCCC21 (configuration not stated) | 7.6%
Cc1ccc(-c2nnc(C3CN(C(=O)c4ccnn4C)CC34CCOCC4)o2)cc1 (configuration not stated) | 32.1%[activator]
CCOc1ccccc1C(=O)N1CCN(c2cc(-c3ccc(OC)cc3)[nH]n2)CC1 | 19.6%
O=C(O)CC1(CC(=O)N2CCN3C(=O)N(Cc4ccccc4)C(=O)[C@H]3C2)CCCC1 | 56.3%[176 µM]
O=C(NCc1ccccc1)[C@@H]1CCCN1C(=O)[C@H]1CCCN1C(=O)c1ccccc1Cl | ?
COc1cccc(C(=O)Nc2ccc3ncnc(N4CCCCC4)c3c2)c1 | 13.5%

Remaining list, next part
SMILES | ALOX12 inh
CN(C)CCNC(=O)C(C)(C)Oc1nn(CC2CCOCC2)c2ccccc12 | -4.1%[176 µM]
CC(Cn1cncn1)Nc1nc(-c2ccncc2)nc2c1cnn2C (configuration not stated) | 32.1%
Cc1ccc(C(=O)N2CCCCCCNC(=O)CC2c2ccccc2)s1 (configuration not stated) | 5.4%
O=C(NC[C@H]1O[C@@H](CC(=O)N2CCCC2)[C@H](O)[C@@H]1O)c1cccc(F)c1 | -6.0%[176 µM]
COCC(=O)N1CCCC(C(=O)NCCCc2ccccc2)CCNC(=O)CC1 (configuration not stated) | 46.5%[activator]
O=C(c1ccc(N2CC[C@H](O)C2)nc1)N1CCC(N2CCOCC2)CC1 | 18.3%
Cc1ccc(C(=O)NCCn2ccn3nc(-c4ccc(C)c(C)c4)cc3c2=O)cc1 | 9.8%
COCCN(CCNC(=O)C1Cn2cccc2C(=O)N1C)Cc1ccco1 (configuration not stated) | 50.4%[activator]
CCCS(=O)(=O)N1CCCC1c1noc(CCC(=O)N2CCN(C)CC2)n1 (configuration not stated) | 2.1%
CCC1CN(CC(=O)NCc2cc(C)n(C)n2)Cc2cc(OC)ccc2O1 (configuration not stated) | -3.8%
Cc1nc2c(c(-c3ccc(Cl)cc3)n1)CN([S+](=O)([O-])c1ccsc1)CC2 | 61.2%[activator]
CN1CCCN(S(=O)(=O)c2cccc(Br)c2)c2ccccc21 | ?
COc1ccccc1C(=O)N1CCCC2(C1)C(=NC1CCCCC1)NC(=O)N2c1cc(F)cc(F)c1 (configuration not stated) | 4.8%[6.33 µM]
COc1ccccc1CC(=O)NC1CCN(c2cc(-c3ccccc3)[nH]n2)C1 (configuration not stated) | 10.0%
Cc1cccc(CN2C(=O)C3(CCOCC3)CC2c2nnnn2C(C)(C)C)c1 (configuration not stated) | 35.3%[activator]
COC(=O)c1ccc(CN2C(=O)[C@@H]3C[C@@H](O)CN3C3(CNC3)C2=O)cc1 | 10.0%[176 µM]
O=C(C[C@@H]1O[C@H](CNCc2ccc(F)cc2)[C@@H](O)[C@H]1O)NCCN1CCOCC1 | 5.4%[176 µM]
O=C1CCN(C(=O)C2(c3ccccc3)CC2)CCCOCCN1 | 2.3%
CNC(=O)c1[nH]nc2c1C(c1cc(OC)ccc1-n1cccn1)CC(=O)N2 (configuration not stated) | 20.9%
CC(C)NC(=O)CCc1cc2n(n1)CCN(Cc1cc(=O)[nH]c(=O)[nH]1)C2 | 75.4%[activator]
CCCS(=O)(=O)N1CCC(N2CC(OCCOC)C23CCCCC3)CC1 (configuration not stated) | 23.8%
COC(=O)C1=C(C)N(Cc2ccc(Cl)cc2)C(=S)NC1c1ccc(Br)cc1 (configuration not stated) | 31.6µM*
O=C(c1ccn[nH]1)N1CCCCC1c1nc(CCOCC2CCCC2)no1 (configuration not stated) | 14.7%
O=C(N1CCN(Cc2ccccc2)CC(O)C1)C1(N2CCCC2)CCCC1 (configuration not stated) | 54.4%[activator]
CCCS(=O)(=O)N1CCc2nnc(C3CC3)n2CC1 | 40.6%
COc1ccc2[nH]c3c(c2c1)CCN(C)C31CCN(C(=O)c2cccs2)CC1 | 16.1%
CCOCCOC1CCN(C(=O)c2ccc3[nH]ccc3c2)CC1 | -6.6%
COc1ccc(C(=O)N2CCC3(CCC3OC)CC2)cn1 (configuration not stated) | 10.4%
COC1C(=O)N(CC2CC2)C12CCN(C(=O)C1CCOCC1)CC2 (configuration not stated) | 17.2%
Cc1ccc(NC(=O)Cn2c(-c3cnccn3)nc(C)c(CCO)c2=O)cc1 | 6.6%
COc1cccc(N2C(=O)[C@@H]3C[C@@H](NC(=O)c4snnc4C)CCN3C2=O)c1 | 15.7%[176 µM]
O=C(O)C[C@@H]1CCN(C(=O)NC2CCCCC2)C[C@@H]1CCN1CCCCC1 | -28.8%[176 µM]
O=C(Nc1ccccc1)N1CCn2c(nnc2C2CCCN2)C1 (configuration not stated) | -28.7%[6.33 µM]
CN(C)C(=O)c1ccc2cc[nH]c2n1 | 15.2%[12.5 µM]
O=C(C1CN(S(=O)(=O)c2cccs2)CC12CCCCC2)N1CCCC1 (configuration not stated) | 4.3%
O=C(NCCc1ccc(Cl)cc1)c1nc(-c2cccc(C(F)(F)F)c2)c2ccccn12 | 50.6%[activator]
CNC(=O)Nc1ccc(C2(C(=O)N3CCN(c4ccccc4Cl)CC3)CCC2)cc1 | -7.7%
CCOCC(=O)N1CCCCCCNC(=O)[C@@H]2C[C@@H](c3nc(-c4cccnc4)no3)C[C@@H]21 | 21.9%
CCNC(=O)N1CCCC1c1noc(CCC(=O)NCC2CC2)n1 (configuration not stated) | 20.8%
COc1cccc(N2C(=O)NC(=NC3CCCCC3)C23CCN(Cc2ccc(F)cc2)C3)c1 (configuration not stated) | 7.6%[6.33 µM]
Fc1cc(F)c(-c2nc3ccccc3nc2-c2ccccc2)c(F)c1 | 11.9%

Only part of the results is shown, so the mix of outcomes need not match the whole.
